Source: PubChem BioAssay (several laboratories)
Mot1-301 SUMO: blocks SUMOylation pathway, rescuing yeast Mot1-301 growth; growth rescue, % at 18.8 µM; 1% of 320,000 active; S. cerevisiae Mot1-301 growth rescue, ATP luminescence, 38.5C; percent above DMSO median, 100 means doubled;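 active = every valid replicate shows activation above 250% relative to neutral control wells; inactive = the rest, any valid replicate at or below 250%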;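 also: OY570 slx delta 5 strain wells were the positive control but not used for scaling; some compounds called inactive have numbers as strong as hits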
AddAB inh: less growth of phage-infected E. coli with AddAB | E. coli expressing H. pylori AddAB, absorbance growth | inhibition, % at 11.9 µM | 0.29% of 330,000 active | AID 435030; in the data active = inhibition above about 12%;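 also: 0% = vehicle wells of infected cells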
OPRM1-OPRD1 inv: inverse agonist of human OPRM1-OPRD1 heterodimerization; cell-based MOR-DOR heterodimer luminescence, inverse agonism; inhibition, % at 9.3 µM; 0.21% of 340,000 active; AID 504357; in the data active = inhibition above about 22%, passing the limit was not always enough;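 also: 0% = cells with DMSO and 100% = wells without cells with DMSO; values of inactives mirror those of a sister screen read the other way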
Target sequence (P35372 whole entry, looked up): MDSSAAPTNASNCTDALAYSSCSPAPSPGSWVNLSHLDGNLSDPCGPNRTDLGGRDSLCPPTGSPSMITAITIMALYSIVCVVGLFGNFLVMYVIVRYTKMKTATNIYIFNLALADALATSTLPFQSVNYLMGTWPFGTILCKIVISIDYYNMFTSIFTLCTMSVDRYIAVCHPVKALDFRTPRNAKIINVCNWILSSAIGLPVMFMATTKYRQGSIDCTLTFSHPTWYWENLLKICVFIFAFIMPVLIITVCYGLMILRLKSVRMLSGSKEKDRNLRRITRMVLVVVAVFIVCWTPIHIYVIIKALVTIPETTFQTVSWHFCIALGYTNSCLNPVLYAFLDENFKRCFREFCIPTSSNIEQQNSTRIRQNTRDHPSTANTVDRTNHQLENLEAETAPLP
Target sequence (P41143 whole entry, looked up): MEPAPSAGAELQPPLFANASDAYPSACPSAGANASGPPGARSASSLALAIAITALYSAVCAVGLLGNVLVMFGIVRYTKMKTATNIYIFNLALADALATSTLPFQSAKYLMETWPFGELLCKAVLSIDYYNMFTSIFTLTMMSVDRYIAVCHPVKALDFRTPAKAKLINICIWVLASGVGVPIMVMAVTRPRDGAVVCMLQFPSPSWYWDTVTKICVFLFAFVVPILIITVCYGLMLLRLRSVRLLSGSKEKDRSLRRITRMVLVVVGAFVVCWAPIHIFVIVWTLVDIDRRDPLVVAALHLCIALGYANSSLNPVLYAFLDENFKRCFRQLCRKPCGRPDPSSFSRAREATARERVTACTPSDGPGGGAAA
Pemphigus Ab inh: blocks pemphigus antibody binding to human desmoglein-3. P32926. DSG3-coupled beads, scFv-anti-DSG3-GFP binding, flow cytometry; stronger effect = lower value. binding (percent of control), % at 10 µM. 0.48% of 310,000 active. AID 588358;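 active = binding more than 3 SD below its plate's average and above zero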;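 also: hits lower antibody fragment binding to DSG3; some compounds called inactive have numbers as strong as hits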
Tat transport: E. coli Tat transport inhibition | E. coli MC4100 TorA-mCherry Tat export, fluorescence | inhibition, % at 10 µM | 0.036% of 340,000 active;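 active = mean replicate inhibition at least 50% and at least half of replicates individually reaching 50%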;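 also: exported cargo escapes ClpAP degradation while cytoplasmic cargo is degraded and loses fluorescence; 0% = median of neutral control wells and 100% = median of NaSCN control wells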
Arrestin-AP2 inh: inhibitors of human beta-arrestin and AP2 interaction; FITC-arrestin peptide / GST-AP2 beads, flow cytometry; AP2 beta2 appendage carries R879A mutation; inhibition, % at 10 µM; 0.31% of 340,000 active; AID 504490;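 active = inhibition above a set limit, near 3 SD of compounds lacking own fluorescence, cut at about 54% in these data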;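 also: plate controls were DMSO wells for no effect and 5 µM unlabelled arrestin peptide for full effect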
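Measured by: flow cytometry, FL1 (488/535 nm); Material: AP2 appendage R879A on GSH beads; Evaluation: percent response; Timing: pre-incubation 12 min, peptide binding 1 h, room temperature; Also added: 50 nM FITC-arrestin peptide; Medium: PBS with 0.05% Tween 20 and 0.1% BSA.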
MOR-DOR ag: agonists of human mu-delta opioid receptor heterodimerization. 0.3% of 340,000 active. cells, OPRM1-OPRD1 heterodimerization, luminescence. activation, % at 9.3 µM; in the data active = activation above about 18%;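 also: 0% = vehicle-treated cells and 100% = reference agonist; values of inactives mirror those of a sister screen read the other way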
PKA-R1A activ: PKA-R1A complex activation; activation, % at 11.4 µM; PKA-R1A dissociation, Cy5-IP20 fluorescence polarization; scaled: DMSO 0%, 113 µM cGMP 100%; 0.083% of 340,000 active;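 active = percent activation above the mean of all tested compounds plus 3 SD, cut at about 19% in these data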;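 also: higher means more PKAc released from R1A so a rise in polarization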
PfHsp90 yeast 2: inhibits growth of yeast expressing Plasmodium falciparum Hsp90. S. cerevisiae expressing PfHsp90, BacTiter-Glo ATP, 48 h; yeast lacking PDR1 and PDR3 efflux regulators. inhibition, % at 9.4 µM. 0.32% of 310,000 active;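 active = every replicate shows inhibition above about 80%, whatever the replicate mean, limit read from the data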;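 also: 0% = DMSO neutral controls and 100% = 20 µM radicicol positive controls; yeast relying on Plasmodium falciparum Hsp90 in place of its own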
phage Ecoli inh: E. coli growth loss with phage present; growth absorbance; inhibition, % at 11.9 µM; 0.26% of 360,000 active; AID 651602; in the data active = inhibition above about 11%
Ecoli viability: counter-screen for AddAB inhibitors: E. coli growth inhibition | E. coli V3065 growth, OD600 absorbance, 18 h | inhibition, % at 11.9 µM | 0.27% of 330,000 active;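 active = inhibition above the campaign's mean inhibition across all tested compounds plus 3 SD, cut at about 9.9% in these data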;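 also: uninfected addAB+ strain grown without phage in ampicillin broth; 0% = DMSO wells and 100% = ciprofloxacin 0.95 µg/ml wells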
Active calls of the source: *; . = no result given.

SMILES | Mot1-301 SUMO | AddAB inh | OPRM1-OPRD1 inv | Pemphigus Ab inh | Tat transport | Arrestin-AP2 inh | MOR-DOR ag | PKA-R1A activ | PfHsp90 yeast 2 | phage Ecoli inh | Ecoli viability
CC(=O)[C@@]1(O)C(C)CC2C3C=C(C)C4=Cc5c(cnn5-c5ccccc5)C[C@]4(C)C3C(O)C[C@@]21C (some centres undefined) | 29 | -0.2 | -31 | 92 | 0 | 24 | 6.1 | -3 | -6 | 2.9 | 2.7
O=C1CC(c2ccc(F)cc2)Sc2ccccc2N1 (centres undefined) | 93 | 0.9 | 0 | 103 | -3 | 29 | 0.0 | -11 | . | 4.3 | -1.8
Cc1ccccc1NC(=O)COC(=O)CCc1nc2ccccc2c(=O)[nH]1 | 160 | -0.8 | 12 | 91 | 8 | -1 | -2.4 | 2 | 12 | -0.2 | 0.8
O=C(CSc1nnc(-c2cccs2)o1)N1CCCCC1 | 6 | 2.5 | 11 | 104 | -8 | 18 | -2.0 | -8 | -3 | 1.2 | 0.7
COC(=O)c1ccc(-c2ccc(OC)c([C@H]3[C@H]4C=CC[C@@H](C)[C@@H]4C(=O)N3Cc3ccccc3)c2)cc1 | 3 | 3.7 | -4 | 100 | -8 | 5 | 0.8 | -4 | -7 | 0.9 | -0.7
CCCc1cc(=O)oc2c(C)c(OCC(=O)NCCCn3ccnc3)ccc12 | -6 | 1.0 | 19 | 106 | 1 | 14 | -3.8 | 14 | 1 | 2.7 | 0.0
CCN(CC)C(=O)c1[nH]cnc1C(=O)NCc1ccc(CNC(=O)OC(C)(C)C)cc1 | -13 | -0.7 | 18 | 104 | 12 | 6 | -3.3 | 2 | . | 1.8 | 2.2
CCN1CCN(C(c2cc(OC)ccc2OC)c2nnnn2Cc2ccccc2)CC1 (centres undefined) | 13 | 0.6 | 13 | 109 | 0 | -4 | -3.2 | -4 | 1 | 3.0 | -2.0
O=C(COC(=O)CC1CC2CCC1C2)NCc1ccccc1 (centres undefined) | -4 | 0.0 | 6 | 94 | 0 | 2 | -1.1 | 6 | . | 3.3 | 0.7
Cc1ccc(Cl)cc1N1CCN(S(=O)(=O)N2CCCCC2)CC1 | 3 | 1.2 | 0 | 109 | 13 | 8 | 0.0 | -19 | -4 | 3.2 | -0.6
COc1ccc(C)cc1NC(=O)c1ccc(CN2CCc3ccccc3C2)cc1 | 12 | . | 3 | 117 | -1 | 7 | -0.7 | -6 | -6 | -0.8 | .
COc1ccccc1NC(=O)/C(=N/OCc1ccc(C#N)cc1)C(C)=O | 0 | -1.8 | . | . | -2 | -6 | . | . | 13 | 1.0 | 0.5
Cc1cccc(N2CCN(C(=O)C3(S(=O)(=O)c4ccc(Cl)cc4)CC3)CC2)c1C | -9 | 0.4 | 0 | 102 | 8 | 12 | 0.0 | -4 | -6 | 0.5 | -1.8
CCN(CC)c1ccc(/C=C2\CCC(/C=N/NC(=O)c3ccc(=O)n(C)c3)=C2N2CCOCC2)cc1 | 2 | 1.2 | 12 | 128 | -4 | 15 | -2.4 | 2 | -19 | 5.2 | -1.2
N#C/C(=C\c1ccc(O)c(O)c1)C(=O)NCCCc1ccccc1 | -2 | -1.1 | -1 | 107 | -1 | 21 | 0.1 | 3 | 15 | 4.7 | 1.1
CCCOc1ccc(C(=O)NCC2OCCc3ccccc32)cc1OC (centres undefined) | 7 | 1.6 | 2 | 98 | 3 | 1 | -0.4 | 13 | -15 | 5.3 | -1.3
CSc1nsc(SC)c1C(N)=O | -13 | -3.8 | 18 | . | 5 | 34 | -3.6 | -3 | 1 | 0.3 | -1.2
O=S(=O)(c1cccc2cccnc12)N1CCc2ccccc21 | -30 | 2.6 | 4 | 108 | -8 | 4 | -0.7 | 0 | -14 | 1.6 | 0.2
O=C(NCCOC(=O)c1ccc(C(=O)OCCNC(=O)c2ccccc2)o1)c1ccccc1 | 38 | -2.0 | -2 | 111 | 1 | 18 | 0.4 | 14 | -10 | 2.1 | 1.4
CCN(c1ccccc1)S(=O)(=O)c1nnc(NC(=O)c2ccccc2OC)s1 | -6 | -0.9 | 4 | 102 | 0 | 5 | -0.6 | -2 | -1 | 4.2 | 1.0
CC(=O)Nc1ccc(/C=N/Nc2nncc3ccccc23)cc1 | -11 | . | 12 | 101 | 8 | 31 | -2.5 | -7 | -6 | 4.7 | .
CC(=O)c1sc(N/N=C\c2ccc(C)cc2)nc1C | 2 | 1.5 | -15 | 126 | -4 | -7 | 2.6 | 9 | -3 | 1.8 | 0.2
O=C(O)c1cnc2[nH]c3ccccc3n2c1=O | 98 | -0.1 | 15 | 97 | 7 | 23 | -2.7 | -13 | 5 | -0.8 | 1.5
CCc1ccccc1NC(=O)CN(C)C(=O)CSc1nnc(Nc2cccc(C)c2)s1 | -1 | 2.1 | 13 | 88 | 4 | -1 | -2.2 | 5 | -18 | 5.7 | 0.9
CCCCCC(C(=O)O)C(C)CC(=O)NC1CCCCC1 (centres undefined) | -12 | 0.7 | 14 | . | 5 | 10 | -3.0 | -4 | 15 | 1.8 | -2.2
COc1ccc(-n2nc(C(=O)NCC(=O)N3CCCC3)c3ccccc3c2=O)cc1 | 12 | 3.3 | -2 | 111 | 7 | 3 | 0.3 | -4 | 11 | 0.4 | -1.3
CCC/C=C1/CCCOC(C(=O)NCCNCCO)(C(F)(F)F)C1 (centres undefined) | -16 | 0.3 | 1 | 102 | -2 | 17 | -0.1 | 11 | -6 | 2.0 | -1.9
CCOC(=O)c1ccccc1NC(=O)CN(c1ccccc1OCC)S(C)(=O)=O | 29 | 2.3 | 2 | 98 | -10 | 3 | -0.3 | -3 | -3 | 2.6 | -1.7
CCc1ccc(NC(=O)C(NS(=O)(=O)c2ccc3c(c2)CCN3C(C)=O)C(C)C)cc1 (centres undefined) | 9 | 2.6 | 10 | 97 | 0 | 10 | -1.9 | -7 | 7 | 1.7 | -1.7
COc1cc(C(=O)NNC(=O)C2CC=CCC2C(=O)O)cc(OC)c1OC (centres undefined) | -20 | -1.0 | 17 | 80 | -15 | 2 | -3.5 | -1 | 39 | 1.2 | 2.0
O=C(NCc1n[nH]c(=S)n1-c1ccc(Br)cc1)c1ccc(S(=O)(=O)N2CCCC2)cc1 | 83 | 0.8 | 5 | 86 | -1 | -6 | -0.8 | 5 | 9 | 3.2 | -1.8
Cc1ccc(CN2CCN(Cc3cnn(-c4ccc(Cl)cc4)c3)CC2CCO)o1 (centres undefined) | 4 | -0.1 | -14 | 126 | -1 | 45 | 2.7 | -14 | . | 2.1 | 2.7
Cc1nn(C)c(Cl)c1NC(=O)OCc1ccccc1 | -6 | 1.6 | 12 | 97 | 5 | 3 | -2.8 | -4 | -2 | 3.1 | 0.7
CC1=C(C(=O)Nc2ccccc2Cl)C(c2ccc(N(C)C)cc2)NC(=O)N1 (centres undefined) | -12 | 4.7 | -6 | 157 | 3 | 12 | 1.0 | 10 | 2 | 4.0 | 1.6
COc1cccc(COCC(O)CN2CCC(C(N)=O)CC2)c1 (centres undefined) | 12 | 2.7 | 0 | 96 | -3 | -5 | 0.0 | -2 | 7 | 0.0 | -0.4
COc1ccc(Cl)cc1C(=O)Nc1cccc(-c2ccc3nncn3n2)c1 | 17 | 0.4 | -8 | 95 | -4 | -21 | 1.6 | -10 | 6 | 2.9 | -1.0
O=C(CC(Sc1ccc(Br)cc1)C(=O)O)c1ccc(F)cc1 (centres undefined) | -16 | 1.2 | 16 | 103 | -4 | 17 | -3.5 | 7 | -13 | -1.8 | 0.5
O=C(O)c1ccc(/C=N/n2cc(-c3ccccc3)[nH]c2=S)cc1 | 0 | -0.3 | 0 | 95 | -3 | 6 | 0.1 | -5 | -20 | 1.1 | 3.8
Cc1ccc(-c2nnc(SCC(=O)Nc3ccccc3N3CCOCC3)o2)cc1 | . | . | 8 | 97 | -12 | -14 | -1.6 | -5 | 4 | 1.7 | .
COc1ccc(C2C(C(=O)Nc3cc(OC)c(OC)c(OC)c3)c3ccccc3C(=O)N2C)cc1OC (centres undefined) | -21 | 5.1 | 5 | 103 | -3 | 17 | -1.0 | -5 | -15 | -0.5 | -1.2

Individual results from above:
PfHsp90 yeast 2 with Cc1nn(C)c(Cl)c1NC(=O)OCc1ccccc1 stands at -2
Tat transport with Cc1ccc(CN2CCN(Cc3cnn(-c4ccc(Cl)cc4)c3)CC2CCO)o1 (centres undefined) stands at -1

Going on with the list.
SMILES | Mot1-301 SUMO | AddAB inh | OPRM1-OPRD1 inv | Pemphigus Ab inh | Tat transport | Arrestin-AP2 inh | MOR-DOR ag | PKA-R1A activ | PfHsp90 yeast 2 | phage Ecoli inh | Ecoli viability
CSc1nnc(-c2ccncc2)n1CCCN1CCCC1=O | 9 | 1.3 | 7 | 100 | 4 | 8 | -1.3 | -18 | . | -1.0 | -0.9
Cc1nc2cc(C(F)(F)F)ccc2n1C1CCN(CC(=O)NC(C)(C)C)CC1 | 106 | -0.7 | 4 | 104 | 9 | -3 | -0.7 | -7 | 3 | -0.5 | -2.7
Cc1ccc(C)c2[nH]c(=O)c(C(c3nnnn3Cc3ccccc3)N3CCc4ccccc4C3)cc12 (centres undefined) | 11 | 1.0 | -5 | 102 | 0 | 10 | 0.9 | 3 | -7 | 1.5 | 1.8
O=C(C(=O)N1CCOCC1)c1c[nH]c2ccccc12 | -5 | 1.0 | 7 | 100 | -9 | 29 | -1.3 | 9 | 9 | 1.8 | -0.9
Cn1cnnc1SCC(=O)Nc1ccc(OCc2ccccc2)cc1 | 23 | -0.2 | 14 | . | 4 | 19 | -3.1 | 1 | -17 | -0.1 | -0.5
COc1cccc(C(=O)N2CCOCC2)c1 | 15 | 1.9 | 10 | 108 | -7 | 7 | -1.8 | 4 | 24 | 2.4 | -3.3
CCOc1ccc(-n2c(=O)c3c(C)c(C)sc3n(CC(=O)NCc3ccco3)c2=O)cc1 | 14 | 0.3 | 6 | 94 | 1 | -1 | -1.0 | 0 | -20 | . | 0.7
Cc1cccc(C(=O)NC(=S)NNC(=O)c2cccs2)c1 | 1 | 4.6 | 18 | 84 | -3 | -3 | -3.5 | -19 | -12 | 3.3 | -7.8
CC(C)CC(=O)Nc1ccc2nn(-c3ccccc3)nc2c1 | 31 | 3.9 | -3 | 63 | 2 | 5 | 0.5 | 1 | 16 | 0.4 | 0.5
Cc1ccc2sc(NC(=O)CN3C(=O)CCC3=O)nc2c1C | 73 | -0.8 | 9 | 101 | -2 | 2 | -1.8 | -8 | 1 | 1.6 | -0.5
Cc1ccc([N+](=O)[O-])cc1NC(=O)c1cccnc1 | -15 | 4.3 | 12 | 107 | -13 | 8 | -2.5 | -12 | -13 | -0.2 | 0.5
CCc1cc(C(=O)c2ccc(OC)cc2)c(NC(=O)COCC(=O)O)s1 | -1 | 2.3 | 21 | 101 | -13 | -2 | -4.7 | 11 | -7 | 1.2 | -1.7
